Compound activity from PubChem.
E coli WT exp – growth inhibitors of E. coli BW25113 wild type; OD600 absorbance; growth inhibition, % at 100 µM; 0.15% of 98,000 active; AID 710;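 active means growth inhibition above about 50% at one test dose, limit read from the data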;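 further: growth measured after 20 h incubation at 37 °C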
ERa SRC1 pot – enhances coactivator binding to human estrogen receptor alpha | TR-FRET ERalpha-LBD/SRC-Cy5 coactivator binding, 2 h; 100 = basal binding, no effect | P03372 | 1.3% of 86,000 active | coactivator binding (% of control), % at 25.6 µM; in the data active means activity above about 200%;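 further: binding measured in presence of low estradiol as agonist stimulus; 0% = peptide alone without receptor and 100% = receptor with peptide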
Target sequence (P03372 whole entry, looked up, the tested form may be a part): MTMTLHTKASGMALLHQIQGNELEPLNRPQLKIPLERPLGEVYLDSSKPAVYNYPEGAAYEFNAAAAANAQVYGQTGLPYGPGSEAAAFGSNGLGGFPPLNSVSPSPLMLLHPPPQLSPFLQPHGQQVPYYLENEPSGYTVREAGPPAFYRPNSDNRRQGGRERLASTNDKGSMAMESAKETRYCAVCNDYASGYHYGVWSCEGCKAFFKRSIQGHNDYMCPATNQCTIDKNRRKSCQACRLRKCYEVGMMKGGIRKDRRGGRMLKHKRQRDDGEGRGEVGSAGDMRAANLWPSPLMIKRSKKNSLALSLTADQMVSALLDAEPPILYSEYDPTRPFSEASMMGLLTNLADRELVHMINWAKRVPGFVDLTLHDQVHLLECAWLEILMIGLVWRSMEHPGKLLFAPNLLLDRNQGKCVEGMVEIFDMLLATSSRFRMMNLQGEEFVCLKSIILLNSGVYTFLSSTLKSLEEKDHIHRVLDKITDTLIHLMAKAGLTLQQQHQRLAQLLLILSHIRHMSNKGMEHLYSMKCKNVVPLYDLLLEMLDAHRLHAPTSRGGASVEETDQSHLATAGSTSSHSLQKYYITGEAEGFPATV
PLAP activator – activators of human placental alkaline phosphatase | activation fold at 20 µM | AID 696 | 1.2% of 96,000 active | purified PLAP enzyme, luminescent substrate read-out; stronger effect = higher value; in the data active means activation fold above about 2
ERa SRC1 inh – blocks coactivator binding to human estrogen receptor alpha. P03372. TR-FRET ER-alpha LBD / SRC-1 peptide, estradiol-bound. inhibition, % at 25.6 µM. 1.7% of 86,000 active; in the data active means inhibition above about 50%;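 further: 0% = receptor plus peptide control and 100% = peptide only without receptor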
Mac1 fbg enh – increases human CD11b/CD18 adhesion to fibrinogen. P05107+P11215. K562 CD11b/CD18 adhesion to fibrinogen, ATPlite luminescence. activation, % at 10 µM. 0.07% of 93,000 active;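 active means 10 µM primary screen giving 50% or more activity, confirmed by 40% or more on retest at that dose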; further: strong numbers were not always called active; reference of the scale not given here
ERb SRC1 inh – blocks coactivator binding to human estrogen receptor beta; Q92731; TR-FRET ER-beta LBD / SRC1-Cy5 peptide binding; receptor agonist-loaded with 1 µM estradiol; inhibition, % at 25.6 µM; 1.3% of 86,000 active; AID 633;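 active means compounds whose percent inhibition of the receptor-coactivator binding signal exceeds about 50% in the single-dose screen, limit read from the data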;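 further: 0% = receptor plus peptide wells without compound and 100% = peptide-only wells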
MT1-MMP txn act – MT1-MMP promoter transcription activation. HT1080 MT1-MMP promoter luciferase reporter, luminescence, overnight; stronger effect = higher value. activation factor at 10 µM. 0.16% of 86,000 active. AID 750;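 active means activation factor of at least 2 for MT1-MMP transcription at 10 µM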
CD11b adhes inh – blocks human CD11b/CD18 adhesion to fibrinogen | 0.54% of 93,000 active | AID 1497 | inhibition, % at 10 µM | K562 CD11b/CD18 adhesion to fibrinogen, ATPlite luminescence; Mn2+ added to activate the integrin;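 active means primary inhibition of 50% or more at 10 µM, then 40% or more on retest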; further: some results filed as inactive read as strong as hits
FAK inh – blocks human focal adhesion kinase activity; Q05397; biochemical FAK kinase activity assay; inhibition, %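 (tested at 7 µM)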; 0.84% of 97,000 active; AID 727; in the data active means inhibition above about 19%;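 further: 0% = DMSO and 100% = reference compound high control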
An asterisk follows results filed as active; . = not tested or not shown; [ ] = dose if it differs, or a comment.

The opening 4 entries, to show the layout:
SMILES	E coli WT exp	ERa SRC1 pot	PLAP activator	ERa SRC1 inh	Mac1 fbg enh	ERb SRC1 inh	MT1-MMP txn act	CD11b adhes inh	FAK inh
CCOC(=O)CSc1nc2ccc(C)cc2[nH]1	.	95	.	11	.	9	1.5	.	-2
CCOc1ccc(NS(=O)(=O)c2ccc(N)cc2)cc1	19	100	0.9	-1[fluorescence artefact?]	-3	4[fluorescence artefact?]	1.1	-4	0
COc1cc2[nH]c3c(N4CCN(c5ccc(Cl)cc5)CC4)ncnc3c2cc1OC	-11	115	0.9	6	2	6	1.1	-5	-2
COCc1cc(C)nc2sc3c(=O)n(-c4cccc5ccccc45)nnc3c12	-7	.	1.2	.	0	.	.	2	2

The list itself, from the start:
SMILES	E coli WT exp	ERa SRC1 pot	PLAP activator	ERa SRC1 inh	Mac1 fbg enh	ERb SRC1 inh	MT1-MMP txn act	CD11b adhes inh	FAK inh
CCOC(=O)CSc1nc2ccc(C)cc2[nH]1	.	95	.	11	.	9	1.5	.	-2
CCOc1ccc(NS(=O)(=O)c2ccc(N)cc2)cc1	19	100	0.9	-1[fluorescence artefact?]	-3	4[fluorescence artefact?]	1.1	-4	0
COc1cc2[nH]c3c(N4CCN(c5ccc(Cl)cc5)CC4)ncnc3c2cc1OC	-11	115	0.9	6	2	6	1.1	-5	-2
COCc1cc(C)nc2sc3c(=O)n(-c4cccc5ccccc45)nnc3c12	-7	.	1.2	.	0	.	.	2	2
CCCCCCn1c(CN2CCCCC2)nc2c1c(=O)n(C)c(=O)n2C	.	92	.	-12	.	-13	1.3	.	1
CCCCOCCCNC(=O)COc1ccccc1	0	125	0.8	-6	-1	-7[fluorescence artefact?]	0.9	-3	-1
Cc1cc(Cl)ccc1OCC(=O)Nc1ccccc1CO	1	95[fluorescence artefact?]	0.7	3	0	2	1.5	6	0
CCOc1cc2[nH]c(=O)n(CCCCC(=O)NC3CCCCCC3)c(=O)c2cc1OCC	-2	95[fluorescence artefact?]	1.1	23[fluorescence artefact?]	2	15[fluorescence artefact?]	1.1	6	-1
C=CCSC1=C(C#N)C(c2ccc(C(C)C)cc2)CC(=O)N1 (stereo unspecified)	9	81[fluorescence artefact?]	1.2	20	1	26[fluorescence artefact?]	1.1	3	-5
COC(=O)c1[nH]c(C)c(/C(O)=C2\C(=O)C(=O)N(CCN(C)C)C2c2cc(OC)ccc2OC)c1C (stereo unspecified)	3	99	1.1	-13	-5	-18	1.4	6	3
CCOC(=O)c1nn(-c2ccc(C)cc2)cc1C(=O)c1ccccc1	-13	.	1.6	.	-3	.	.	38	3
Cc1cc(C)nc(Sc2c(F)c(F)c(C(F)(F)F)c(F)c2F)n1	2	98	0.9	-1	3	-3	1	-2	-1
CSc1nc2ccccc2n1CC(=O)Nc1c(C)cccc1C	.	109	.	1[fluorescence artefact?]	.	0[fluorescence artefact?]	1.1	.	0
COC(=O)C1C2C=CC3(CN(CC4CCCO4)C(=O)C13)O2 (stereo unspecified)	0	113	1.4	-10	1	-7	1.1	-19	1
Cc1ccccc1N1CCN(Cc2c[nH]c3ccccc23)CC1	33	104	1.1	3	-4	-6[fluorescence artefact?]	1.2	-39	2
O=C(O)c1cccnc1-c1ncccc1C(=O)O	-7	104	1.1	-8	0	-8[fluorescence artefact?]	1	-6	10
COc1ccc(NC(=O)Nc2ccccc2C(N)=O)cc1OC	-2	113	1.2	7	-3	-5	1.3	10	3
COc1ccc(CNC(=O)C2CC=CCC2C(=O)O)cc1OC (stereo unspecified)	1	125	1	-10	0	3	1.1	14	-4
Cn1nnnc1SCC(=O)Nc1ccc(Cl)cc1Cl	.	105	0.9	7	4	-4	0.9	-5	3
CCOC(=O)N1CCC(NC(=O)c2ccc3c(c2)N(Cc2ccccc2)CCS3)CC1	-5	104	.	7[fluorescence artefact?]	2	0[fluorescence artefact?]	.	12	8
Cc1c(NC(=O)CC(=O)Nc2c(C)n(C)n(-c3ccccc3)c2=O)c(=O)n(-c2ccccc2)n1C	6	92	1.1	-8	0	3	1.2	-4	4
CCOc1ccc(C2OC34CCCCC3C(C#N)(C#N)C2(C#N)C(=N)O4)cc1OC (stereo unspecified)	-4	93	1	-13	5	-2	1.2	16	-1
CCOc1ccc(N/C=C/C(=O)c2ccc(C)cc2)c([N+](=O)[O-])c1	-15	.	1	.	-3	.	.	-14	0
Cc1ccc(CCNC(=O)C2CCCN2S(=O)(=O)c2ccc3c(c2)CCC(=O)N3)cc1 (stereo unspecified)	3	111	1.3	1	-3	7	1.1	1	1
COc1ccc(C)cc1S(=O)(=O)N(C)CC(=O)Nc1ccc2c(c1)OCCO2	6	98	0.8	-4	.	4	1.2	.	1
COCCn1nnnc1C(C(C)C)N(Cc1ccccc1)Cc1cc2cc(OC)ccc2[nH]c1=O (stereo unspecified)	-2	82	1.8	1	3	11	1	7	.
Cc1c(NC(=O)C2C3C=CC(C3)C2C(=O)O)c(=O)n(-c2ccccc2)n1C (stereo unspecified)	-1	170	1.2	-6	-4	-6[fluorescence artefact?]	1.1	-30	0
CCCCC(CCCC)=N/N=C/c1c(O)n(CC)c2cc(C3=NNC(=O)CC3)ccc12	.	97	.	-7[fluorescence artefact?]	.	8[fluorescence artefact?]	1	.	0
O=C(C1CC(c2ccc(F)cc2)=NO1)N1CCN(Cc2ccccc2)CC1 (stereo unspecified)	-3	119	1.1	-3	0	2	1.1	4	5
CCSc1nc(=O)n(-c2ccccc2)c(C)c1C(C)=S	.	93	.	3	.	-3	1.2	.	-1
CCc1ccc(C(C)NC(=O)c2cc(C)oc2C)cc1 (stereo unspecified)	8	80	1.3	2	6	-2	1.2	-10	-1
Cc1c(Br)c([N+](=O)[O-])nn1C(C)C(=O)NCc1cccnc1 (stereo unspecified)	0	97	0.8	6	-2	-4	1.2	1	2
O=C(O)CC1SC(=Nc2cccc(O)c2)NC1=O (stereo unspecified)	0	84	1	12[fluorescence artefact?]	-2	28[fluorescence artefact?]	1	25	.
N#Cc1cccc(-n2nnnc2-c2ccccn2)c1	1	113	1	5	-2	1[fluorescence artefact?]	1.1	2	-5
O=Cc1ccc2oc3nc4n(c(=O)c3c(=O)c2c1)CCCS4	5	153	1.7	66*	9	58*	1	-29	15
CN(C)S(=O)(=O)NC(c1ccccc1)c1ccccc1	2	104	0.8	2	15	-1	1	-2	-4
O=S(=O)(c1ccc2c(c1)OCCO2)N1CCC(c2nc3ccccc3s2)CC1	-13	121	0.9	-4	-4	-4	1.1	3	-6
COc1ccc2c(c1)cc1n2CCN2CCCN=C12	18	96	0.9	3[fluorescence artefact?]	1	1[fluorescence artefact?]	1.1	-30	1
Cc1cccc(OCc2nc(C#N)c(N3CC(C)CC(C)C3)o2)c1 (stereo unspecified)	-5	132	1.4	2[fluorescence artefact?]	-1	-1	1	22	4
Cc1cccc(NC(=O)CSc2nnc(-c3ccccc3Br)o2)c1C	2	100	0.8	8	0	-4	1	4	-5
CC(C)C(=O)N1CCN(CCN=CC2=C(O)CC(c3ccco3)CC2=O)CC1 (stereo unspecified)	1	102	1.6	-16	-1	12	1	8	0
COCCCN1C(=O)c2ccc(C(=O)Nc3ccccc3OC)cc2C1=O	1	98	1.1	-10	-3	-6	1.1	-12	1
Nc1nc(SCC(=O)NCCC(c2ccccc2)c2ccccc2)n[nH]1	4	102	.	-7	1	-10	1.1	-2	-2
CCCOc1cccc(NC(=O)c2c(-c3ccccc3)noc2C)c1	0	104	1	-35	8	-14[fluorescence artefact?]	1.2	-10	-2
C=CCn1c(SCC(=O)NC(=O)NCCC)nnc1C1CCCCC1	0	87	1.1	1	.	-12	1.2	.	4
CCc1ccc(NC(=O)N(Cc2ccco2)C(C)c2cccs2)cc1 (stereo unspecified)	-11	109	1	-5	0	10	1.1	-11	6
O=C(OCn1nnc2ccccc2c1=O)C1CCCCC1	8	100	1.3	-7	4	-11	1	-9	-1
N#CCCN1CCN(C(=S)c2ccc(-c3ccc(Cl)cc3)o2)CC1	-12	119	1.5	-17	0	-6	1.7	0	-4
CC(C)N(C(=O)Cn1c(SCC(=O)NCc2ccc3c(c2)OCO3)nc2ccccc21)C(C)C	.	100	.	-16	.	-16	1.1	.	-1
CC1CCN(C(C(=O)Nc2ccc3c(c2)OCO3)c2ccccc2)CC1 (stereo unspecified)	3	130	2.2*	-1	-1	-7	1.3	1	.

Next records:
SMILES	E coli WT exp	ERa SRC1 pot	PLAP activator	ERa SRC1 inh	Mac1 fbg enh	ERb SRC1 inh	MT1-MMP txn act	CD11b adhes inh	FAK inh
CC(C)(C)C(=O)Cn1c(NCCCO)nc2ccccc21	-3	109	0.7	-4	0	-5	1.2	0	6
CCC(=O)Nc1nc2ccccc2n1CCN1CCOCC1	6	113	1.3	2[fluorescence artefact?]	-3	1[fluorescence artefact?]	1.1	-2	1
CCOC(=O)c1c(C)c(C(=O)NCc2ccccn2)c(C)n1C	-3	122	1	-23	-3	-11	0.9	2	-5
O=C(Nc1cc(C(F)(F)F)ccc1N1CCOCC1)c1n[nH]c(=O)c2ccccc12	0	114	1.2	-5	0	-8	1	9	4
Cc1cccc(NC(=O)CSC(N)=O)c1C	0	109	1.7	-4	-2	-1[fluorescence artefact?]	1.1	6	-1
CCN(CC)C(=O)CN(C)S(=O)(=O)c1cccc2nsnc12	-8	119	1.1	1	0	-3	1.1	6	-1
N#Cc1c(C#N)c(-c2ccccc2)n(-c2ccccc2)c1N	0	82	0.9	-2	-4	-1	1.1	4	6
O=C(CCS(=O)(=O)c1ccc(Cl)cc1)OCC(=O)N1CCCCC1	3	120	1	2[fluorescence artefact?]	1	4[fluorescence artefact?]	1.2	-16	.
O=C(/C=N/O)NCc1ccncc1	-8	150	0.8	-5	0	-4	1.2	-31	0
O=C(O)c1[nH]c2ccc(Cl)cc2c1CC(=O)N1CCN(C(=O)c2ccco2)CC1	6	95	1.4	7	.	17	1.1	.	-1
CCOC(=O)Cn1c(C)cc(=O)c2ccccc21	7	98[fluorescence artefact?]	1	-9	.	-4	1.2	.	-2
O=C(Cn1cccc1)NC1CCCCCC1	8	119	0.9	-6	.	4	1.2	.	8
CCCCOc1ccc(OCCCC)c2c1NC1(N2)C(=O)N(C(C)=O)c2ccccc21	-15	118[fluorescence artefact?]	1.1	12	0	1[fluorescence artefact?]	1.1	13	6
COc1cccc(-c2nc3ccccc3c(=O)o2)c1	-4	102[fluorescence artefact?]	0.8	14[fluorescence artefact?]	-1	8[fluorescence artefact?]	1.1	-36	1
O=C(CSc1ncc(-c2ccc(F)cc2)n1Cc1ccco1)Nc1nccs1	-7	118	0.9	15[fluorescence artefact?]	0	3[fluorescence artefact?]	1.1	-7	2
COc1cccc(C2N(c3ccccn3)C(=O)C3CCCN32)c1OC (stereo unspecified)	5	120	1	-4	-6	-2	1.1	-4	0
Cc1ccccc1OCCn1nc(C(=O)O)c2ccccc2c1=O	-5	98	0.8	-6	3	2	1.2	-5	1
O=C(CSc1nnc(NC2CCCCC2)s1)Nc1ccc(N2CCOCC2)cc1	-5	89	0.9	-10	.	-9	1.2	.	0
COCCN(CC(=O)NCc1ccccc1)C(=O)CCC(=O)Nc1nccs1	1	115	1.1	3	-3	-2[fluorescence artefact?]	1.1	0	1
COc1cc(C(=O)NCc2nnc(SCC(=O)N3CCCCC3)o2)cc(OC)c1OC	-1	90	0.9	-4	-1	0	.	13	-1
Cc1ccc(SC(C)c2nc(-c3ccccc3)no2)cc1 (stereo unspecified)	-2	99	0.9	-3	2	-4	1.4	16	0
O=S(=O)(c1cccc(S(=O)(=O)N2CCN(c3ncccn3)CC2)c1)N1CCOCC1	-3	112	.	0	.	-11	1	.	-2
O=C1NCCCCC1NC1CC(=O)N(c2ccccc2)C1=O (stereo unspecified)	5	108	1	-18	-2	-20[fluorescence artefact?]	1.4	-22	2
